Screening data as filed in PubChem.
JMJD2E inh – JMJD2E (human) inhibition. Potency, µM (doses to about 57.1 µM), without a hit: top-dose activity change, negative = inhibition, usual class: inhibitors. JMJD2E catalytic domain, FDH-coupled NADH fluorescence (FDH is formaldehyde dehydrogenase). B2RXH2. hit rate 1.6% among 230,000. AID 2147; active means well fitted inhibition curve with a large enough effect, not every such curve was filed as active; inconclusive means small, poorly fitted or top-dose-only effect, or another doubt; inactive means no such curve, though single readings can be large or run the other way;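 further: 0% = wells with enzyme and -100% = buffer wells without enzyme; nearly all actives have a fitted effect of over 50% in size; many of its hits are not listed in these tables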
Target sequence (B2RXH2 1-337 limits assumed): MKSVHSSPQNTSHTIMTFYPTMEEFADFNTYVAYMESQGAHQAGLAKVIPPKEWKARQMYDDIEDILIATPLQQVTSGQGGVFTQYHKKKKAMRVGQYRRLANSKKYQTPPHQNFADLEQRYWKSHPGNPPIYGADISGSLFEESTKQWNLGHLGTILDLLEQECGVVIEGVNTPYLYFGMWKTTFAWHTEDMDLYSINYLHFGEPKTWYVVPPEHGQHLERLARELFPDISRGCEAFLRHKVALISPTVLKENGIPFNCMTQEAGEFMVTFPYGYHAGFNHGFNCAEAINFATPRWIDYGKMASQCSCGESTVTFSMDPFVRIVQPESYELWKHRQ
Tau ThT inhib – blocks human tau fibril formation measured by thioflavin T; P10636; recombinant tau K18 P301L (four-repeat tau fragment), heparin-induced fibrillization, ThT fluorescence; Potency, µM (doses to about 57.4 µM), for inactives: top-dose activity, negative = inhibition, most hits filed as inhibitors; hit rate 2.1% among 270,000; further: on the % scale 0 is the no-effect control and ±100 the full control effect; nearly all actives have a fitted effect of over 55% in size
Target sequence (P10636 561-689 P618L limits assumed): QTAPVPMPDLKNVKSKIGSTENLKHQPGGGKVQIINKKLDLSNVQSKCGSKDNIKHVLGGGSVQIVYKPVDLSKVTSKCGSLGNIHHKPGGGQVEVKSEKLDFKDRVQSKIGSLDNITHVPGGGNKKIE
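Aggregation was driven by heparin (20 uM final) acting on recombinant tau […] bearing P301L in 100 mM sodium acetate pH 7; fibrils were detected with Thioflavin T.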
LMNA splice mod – LMNA splicing modulation; HeLa LMNA splicing GFP/RFP minigene ratio, 48 h; Potency, µM (top dose mostly 46.1 µM), without a hit: at the top dose ratio change, negative = inhibition, usual class: inhibitors; hit rate 0.01% among 200,000; active means well fitted inhibition curve with a large enough effect in the signal ratio, with a control signal flat, not every such curve was filed as active; inconclusive means small, poorly fitted or top-dose-only effect, or effect the other way, or a change in a side signal; the % refers to the signal ratio; further: on the % scale 0 is the no-effect control and ±100 the full control effect
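Read-out is the ratio of GFP to DsRed2 object intensity, acquired by 488 nm laser-scanning cytometry on HeLa lamin A-EGFP minigene reporter cells. Compound incubation 48 hrs at 37 °C in Opti-MEM with 2% FBS; DMSO 0.5% final.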
L3MBTL1 block – blocks human L3MBTL1; Q9Y468; AlphaScreen L3MBTL1–H3K9me1 peptide binding; Potency, µM (titrated, usually from 57.1 µM), without a hit: at the top dose activity, negative = inhibition, hits mostly inhibitors; hit rate 0.66% among 230,000; AID 485360; further: on the % scale 0 is the no-effect control and ±100 the full control effect; nearly all actives have a fitted effect of over 60% in size
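L3MBTL1 (50 nM) pre-complexed 30 min with biotinylated H3(1-15)K9me1 peptide (75 nM), then compounds added for 30 min at room temperature; AlphaScreen streptavidin donor/nickel chelate acceptor beads (10 ug/mL final) read after 30 min dark incubation.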
Luc counter – Kinase-Glo luciferase inhibition (counter-screen). hit rate 0.28% among 200,000. Potency, µM (titrated, usually from 38.3 µM), inactives show top-dose activity change, negative = inhibition, usual class: inhibitors. Kinase-Glo luciferase, ATP luminescence, 8 min. Q27757. AID 1379; further: on the % scale 0 is the no-effect control and ±100 the full control effect; nearly all actives have a fitted effect of over 60% in size
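Compounds were added to a substrate mix at pH 7.2 (50 mM imidazole, 10 uM ATP, within the enzyme's linear range), followed by Kinase-Glo detection reagent; luminescence was measured after 8 minutes at ambient temperature.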
SMN2 splice enh – SMN2 splice variant enhancement; hit rate 2.8% among 210,000; Potency, µM (top dose mostly 46.1 µM), inactives show at the top dose activity change, positive = activation, hits mostly activators; HEK293 SMN2-luciferase splicing reporter, luminescence, 30-36 h; further: % of control where 0% means no effect; nearly all actives have a fitted effect of over 55% in size
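qHTS luciferase splicing reporter: luminescence rises when SMN2 exon 7 is included in transfected HEK293 cells. Compound exposure lasted 30-36 h at 37C, with 4.5 mM final sodium butyrate as control, followed by a ONE-Glo read.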
ALDH1A1 inh – ALDH1A1 (human) enzyme inhibition | hit rate 7.3% among 220,000 | P00352 | Purified ALDH1A1, NADH fluorescence, propionaldehyde substrate | Potency, µM (top dose mostly 75.3 µM), for inactives: top-dose activity, negative = inhibition, hits mostly inhibitors | AID 1030; active means well fitted inhibition curve with a large enough effect, not every such curve was filed as active; inconclusive means small, poorly fitted or top-dose-only effect, or another doubt; inactive means no such curve, though single readings can be large or run the other way;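 further: plate controls were no enzyme wells and a reference inhibitor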
Target sequence (P00352 whole entry, looked up): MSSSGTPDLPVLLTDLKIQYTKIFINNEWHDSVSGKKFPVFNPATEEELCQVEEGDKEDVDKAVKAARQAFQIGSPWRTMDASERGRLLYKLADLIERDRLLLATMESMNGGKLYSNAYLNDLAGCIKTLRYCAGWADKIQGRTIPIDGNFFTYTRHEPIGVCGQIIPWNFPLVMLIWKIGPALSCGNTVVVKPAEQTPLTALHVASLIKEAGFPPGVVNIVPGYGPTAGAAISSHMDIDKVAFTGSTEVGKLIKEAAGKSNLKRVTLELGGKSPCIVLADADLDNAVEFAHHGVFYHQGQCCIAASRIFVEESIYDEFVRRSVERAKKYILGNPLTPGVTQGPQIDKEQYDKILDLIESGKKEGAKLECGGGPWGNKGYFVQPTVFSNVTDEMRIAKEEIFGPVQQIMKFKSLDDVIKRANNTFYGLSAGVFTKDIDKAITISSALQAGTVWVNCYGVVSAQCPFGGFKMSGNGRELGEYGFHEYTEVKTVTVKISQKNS
RECQ1 helicase – inhibitors of human RECQ1 DNA helicase. P46063. RECQ1 DNA unwinding, red fluorescence kinetic read. Potency, µM (titrated, usually from 57.3 µM), without a hit: at the top dose activity, negative = inhibition, actives largely listed as inhibitors. hit rate 0.54% among 240,000. AID 2549;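 further: plate controls were vehicle for no effect and no enzyme for full effect; nearly all actives have a fitted effect of over 30% in size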
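50 nM RECQ1T1 preincubated 15 min with compound in Tris pH 8.0 buffer with MgCl2, DTT, Tween-20 and 2.5 ug/ml poly(dI-dC); started with 200 nM TAMRA/BHQ-2 forked duplex and 2 mM ATP. Unwinding read as fluorescence (525/598 nm), two reads 2 h apart.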
Active calls of the source: *; i = inactive; u = inconclusive; x = not tested or not shown; & = joins results of further samples; [ ] = another dose, or the depositor's remark. Unless noted, the call rests on the fitted dose curve; in most records, active means well fitted curve in the direction sought with a large enough effect; inconclusive means small, poorly fitted or top-dose-only effect, or another doubt; inactive means no such curve, though single readings can be large; an effect the other way counts as inactive or inconclusive. Potency means the concentration at half of the fitted maximal effect. An excerpt; rates above refer to the full screens.

cpd | smiles | JMJD2E inh | Tau ThT inhib | LMNA splice mod | L3MBTL1 block
1 | O=C(NNC(=S)Nc1ccc(F)cc1)C1[C@H]2CCCC[C@@H]12 (stereo not given in full) | 4.6% | -1.9% | x | 12.9%
2 | O=[N+]([O-])c1ccccc1CN1CCN(Cc2c[nH]c3ccccc23)CC1 | u | -2.9% | u | 0.9%
3 | Cc1nn(C)cc1CN(C)C(=O)c1cc(-c2ccccc2)nc2ccc(Br)cc12 | 3.0% | -1.8%&-5.6% | u | 16.0%
4 | Cc1cc(NC(=O)Nc2cc(C)nn2-c2ccccc2)n(-c2ccccc2)n1 | 9.1% | -12.9% | 2.6% | x
5 | O=C(COc1ncnc2ccccc12)Nc1ccc(Cl)c([N+](=O)[O-])c1 | -2.5% | -18.8% | u | -0.4%
6 | S=C(NCCN1CCOCC1)N/N=C/c1ccccc1 | 1.8% | -4.8% | 14.2% | x
7 | C=CCc1ccccc1OCC(O)CNC(C)C (stereo not given) | u | -18.5%&-2.3%&1.9%&-10.6% | u | 2.6%
8 | CC(C)(C)c1ccccc1NC(=O)c1cccnc1 | 7.7% | -0.8% | -0.2% | -3.9%
9 | C=CCn1c(SC(C)C(N)=O)nc2sc(CC)cc2c1=O (stereo not given) | -6.1% | -2.2% | x | 7.9%
10 | Cc1cc(S(=O)(=O)N2CCN=C2c2ccccc2)c(Cl)cc1Cl | -5.2% | -0.9% | u | 3.5%

cpd | Luc counter | SMN2 splice enh | ALDH1A1 inh | RECQ1 helicase
1 | x | x | x | -10.7%
2 | -0.5% | -17.6% | u | -3.1%
3 | 2.2% | -11.1%&9.4% | 3.2% | -13.0%
4 | 7.6% | -5.5% | 12.6% | -5.3%
5 | 0.5% | -6.1% | -1.1% | -5.3%
6 | -4.3% | -13.0% | 9.1% | i
7 | -3.1%&-2.2%&-2.5% | -30.1%&35.5%&-14.2%&-5.4% | -6.3%&4.7%&10.6%&-1.8% | 0.8%&-6.2%&-3.4%&-10.2%&-0.8%
8 | -0.5% | 1.6% | 9.0% | i
9 | 0.6% | -7.7% | 8.91µM* | 6.9%
10 | -0.5% | -1.9% | -7.5% | -7.6%

Sorted by molar mass (rising): 9 of the compounds above
cpd | smiles | JMJD2E inh | Tau ThT inhib | LMNA splice mod | L3MBTL1 block
7 | C=CCc1ccccc1OCC(O)CNC(C)C (stereo not given) | u | -18.5%&-2.3%&1.9%&-10.6% | u | 2.6%
8 | CC(C)(C)c1ccccc1NC(=O)c1cccnc1 | 7.7% | -0.8% | -0.2% | -3.9%
6 | S=C(NCCN1CCOCC1)N/N=C/c1ccccc1 | 1.8% | -4.8% | 14.2% | x
1 | O=C(NNC(=S)Nc1ccc(F)cc1)C1[C@H]2CCCC[C@@H]12 (stereo not given in full) | 4.6% | -1.9% | x | 12.9%
9 | C=CCn1c(SC(C)C(N)=O)nc2sc(CC)cc2c1=O (stereo not given) | -6.1% | -2.2% | x | 7.9%
2 | O=[N+]([O-])c1ccccc1CN1CCN(Cc2c[nH]c3ccccc23)CC1 | u | -2.9% | u | 0.9%
5 | O=C(COc1ncnc2ccccc12)Nc1ccc(Cl)c([N+](=O)[O-])c1 | -2.5% | -18.8% | u | -0.4%
4 | Cc1cc(NC(=O)Nc2cc(C)nn2-c2ccccc2)n(-c2ccccc2)n1 | 9.1% | -12.9% | 2.6% | x
3 | Cc1nn(C)cc1CN(C)C(=O)c1cc(-c2ccccc2)nc2ccc(Br)cc12 | 3.0% | -1.8%&-5.6% | u | 16.0%

cpd | Luc counter | SMN2 splice enh | ALDH1A1 inh | RECQ1 helicase
7 | -3.1%&-2.2%&-2.5% | -30.1%&35.5%&-14.2%&-5.4% | -6.3%&4.7%&10.6%&-1.8% | 0.8%&-6.2%&-3.4%&-10.2%&-0.8%
8 | -0.5% | 1.6% | 9.0% | i
6 | -4.3% | -13.0% | 9.1% | i
1 | x | x | x | -10.7%
9 | 0.6% | -7.7% | 8.91µM* | 6.9%
2 | -0.5% | -17.6% | u | -3.1%
5 | 0.5% | -6.1% | -1.1% | -5.3%
4 | 7.6% | -5.5% | 12.6% | -5.3%
3 | 2.2% | -11.1%&9.4% | 3.2% | -13.0%

Later entries.
cpd | smiles | JMJD2E inh | Tau ThT inhib | LMNA splice mod | L3MBTL1 block
11 | Cc1ccccc1OCCSc1nnc(-c2ccncc2)n1C | 3.7% | -8.1% | -4.6% | x
12 | Cc1c(C(=O)O)cccc1-n1c(C)cc(C=O)c1C | -11.4% | -0.9% | 5.4%[46 µM] | u
13 | O=C(Nc1cc(S(=O)(=O)N2CCOCC2)ccc1N1CCOCC1)C1CCCO1 (stereo not given) | 5.7% | -3.2% | -10.1%[46 µM] | 2.2%
14 | CCCc1ccc(-c2c(C)sc(NC(=O)c3ccnn3C)c2C#N)cc1 | u | -17.6% | -4.9% | x
15 | Cc1c(OCc2nn[nH]n2)ccc2c(-c3ccccc3)cc(=O)oc12 | u | -5.8% | -3.7% | 9.6%
16 | Cc1ccc(CSCC(=O)Nc2ccccc2F)cc1 | 1.5% | -2.4% | 13.5%[46 µM] | 14.1%
17 | COC(=O)Nc1ccc2[nH]cc(CCNC(C)=O)c2c1 | -15.1% | 4.6%&-8.0% | x | x
18 | Cc1cc(C)nc(NC(=O)c2cccc([N+](=O)[O-])c2C)n1 | 2.4% | 3.4% | 8.6% | -7.4%
19 | COc1ccc(NC(=O)CCC(=O)N(Cc2ccc(OC)c(OC)c2)c2nccs2)c(OC)c1 | 7.3% | -4.8% | 1.1%[46 µM] | -4.6%
20 | CC(=O)N1CC=CC1(C)C(=O)NCC1CC1 (stereo not given) | 15.8% | -6.5% | x | x

cpd | Luc counter | SMN2 splice enh | ALDH1A1 inh | RECQ1 helicase
11 | -2.5% | -5.7% | 6.6% | 9.9%
12 | -7.2% | 14.4% | 22.4µM* | -3.2%
13 | -0.3% | -7.0% | 9.9% | i
14 | -2.6% | -87.9%[inhibitor] | u | -9.1%
15 | 12.1% | -8.4% | 15.8µM* | 19.6%
16 | -1.3% | 6.5% | -14.1% | i
17 | 0.0% | -2.1% | 5.5%&-8.1% | -11.4%&-8.0%
18 | 3.1% | 5.5% | 2.7% | -2.4%
19 | 2.2% | 3.4% | -4.1% | 6.3%
20 | -6.3% | 11.2µM* | u | 2.7%

Next part
cpd | smiles | JMJD2E inh | Tau ThT inhib | LMNA splice mod | L3MBTL1 block
21 | COc1ccc(CN(C(=O)/C=C/c2ccco2)C2CCS(=O)(=O)C2)cc1 (stereo not given) | 0.6% | u | x | -26.4%
22 | CCSc1nnc(N(CCC(=O)O)CCC(=O)O)s1 | 2.7% | -2.3% | 7.4% | 9.7%
23 | COc1ccc(CNc2ccc(Br)cc2)cc1 | -13.3% | u | x | 59.4%[activator]
24 | Nc1cccnc1Sc1cc(Cl)cc(Cl)c1 | -0.9% | -5.3% | -2.8% | x
25 | COc1cc(C)nc(Oc2ccc(=O)n(C)n2)n1 | -0.4% | -2.8% | -2.3% | 7.3%[11.4 µM]
26 | COc1ccc(C2=CC(c3sccc3C)n3nnnc3N2)cc1 (stereo not given) | u | -13.6% | -0.7% | 10.4%
27 | CSc1nc(N)c2c(C)c(C)sc2n1 | 4.2% | -2.8% | -6.4% | 5.3%
28 | CC(C)(C)c1ccccc1NC(=O)Cn1c(=O)cnc2ccccc21 | u | -10.5% | -3.8% | 3.2%
29 | CN(CC(=O)Nc1ccncc1)S(=O)(=O)c1ccc(Br)cc1 | -8.3% | -9.4% | -18.7% | x
30 | NC(=O)C1CCN(Cc2nc3ccccc3c(=O)[nH]2)CC1 | 3.3% | -11.1% | 6.8% | x
31 | O=C(Nc1ccccc1N1CCOCC1)c1ccccc1NS(=O)(=O)c1ccc(F)cc1 | 2.5% | -11.8% | 0.9% | x
32 | O=c1[nH]n2c(C(F)(F)F)cc(C3CC3)nc2c1N=Nc1ccccc1 | 4.9% | -4.2% | x | x

cpd | Luc counter | SMN2 splice enh | ALDH1A1 inh | RECQ1 helicase
21 | x | x | 14.1µM* | u
22 | 1.5% | -5.6% | u | -5.0%
23 | 1.3% | -0.7% | 7.7% | i
24 | -2.9% | -11.6% | -2.9% | i
25 | 4.1% | u | -2.5% | -2.6%
26 | 0.6% | 19.7% | 2µM* | -18.9%
27 | 0.2% | 9.5% | 5.5% | 1.6%
28 | 1.1% | -22.5% | u | -1.0%
29 | 6.3% | -35.7%[inhibitor] | 20.1% | -7.9%
30 | 16.8% | 16.0% | -14.3% | i
31 | -2.0% | -4.9% | 0.5% | -9.1%
32 | -1.9% | -16.5% | -10.0% | -14.6%

Shown with values under each structure: entries from further up.
Second line of a record: JMJD2E inh, Tau ThT inhib, LMNA splice mod, L3MBTL1 block, Luc counter, SMN2 splice enh, ALDH1A1 inh, RECQ1 helicase
(28) CC(C)(C)c1ccccc1NC(=O)Cn1c(=O)cnc2ccccc21
→ u, -10.5%, -3.8%, 3.2%, 1.1%, -22.5%, u, -1.0%
(29) CN(CC(=O)Nc1ccncc1)S(=O)(=O)c1ccc(Br)cc1
→ -8.3%, -9.4%, -18.7%, x, 6.3%, -35.7%[inhibitor], 20.1%, -7.9%
